Cardiac RTF inh: cardiac RTF calcium desensitization. IANBD-labeled cardiac RTF, Ca2+ fluorescence. P19429+P45379. 340,000 tested, 0.12% active. AID 493244. inhibition, % at 7.15 µM;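 active = inhibition above the mean inhibition of all tested compounds plus 3 SD, cut at about 17% in these data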;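 note: assay run at fixed EC70 calcium of 1.6 mM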
V-ATPase pH: yeast V-ATPase proton transport regulation by pHLuorin; S. cerevisiae, pHLuorin cytosolic pH fluorescence; response, % at 10 µM; 350,000 tested, 0.37% active; in the data active = response mostly above about 7.3%, no sharp cut-off; inactive = mostly below about 5.4%; note: actives read high; inactives centre near 0; some compounds called inactive have numbers as strong as hits
Pemphigus Ab inh: human desmoglein-3 autoantibody binding inhibition. binding (percent of control), % at 10 µM. AID 588358. P32926. 310,000 tested, 0.48% active. DSG3-coupled beads, scFv-anti-DSG3-GFP binding, flow cytometry; hits give low values;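 active = binding more than 3 SD below its plate's average and above zero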;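 note: hits lower antibody fragment binding to DSG3; some compounds called inactive have numbers as strong as hits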
NSD2 HMT inh: NSD2 (human) methyltransferase inhibition. O96028. NSD2 peptide methylation, AlphaScreen, 120 min. inhibition, % at 12.5 µM. 310,000 tested, 0.54% active; in the data active = inhibition above about 50%
DAGLB inhibitor: diacylglycerol lipase beta (human) inhibition. Q8NCG7. HEK293T DAGLB membrane lysate, EnzChek fluorogenic substrate. inhibition, % at 5.17 µM. 340,000 tested, 0.059% active. AID 504411; in the data active = inhibition above about 34%;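 note: 0% = enzyme with vehicle and 100% = wells lacking enzyme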
Keap1 Nrf2 FP: Keap1-Nrf2 (human) interaction inhibition; 340,000 tested, 0.15% active; inhibition, % at 9.4 µM; AID 504523; Keap1 Kelch-Nrf2 peptide fluorescence polarization, 1536-well; Q14145; in the data active = inhibition above about 12%;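 note: human Keap1 Kelch domain with fluorescein labeled Nrf2 9mer peptide probe; 0% = neutral control wells and 100% = peptide positive control; higher means more block of Keap1 binding to Nrf2 peptide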
Target sequence (Q14145 whole entry, looked up, the tested form may be a part): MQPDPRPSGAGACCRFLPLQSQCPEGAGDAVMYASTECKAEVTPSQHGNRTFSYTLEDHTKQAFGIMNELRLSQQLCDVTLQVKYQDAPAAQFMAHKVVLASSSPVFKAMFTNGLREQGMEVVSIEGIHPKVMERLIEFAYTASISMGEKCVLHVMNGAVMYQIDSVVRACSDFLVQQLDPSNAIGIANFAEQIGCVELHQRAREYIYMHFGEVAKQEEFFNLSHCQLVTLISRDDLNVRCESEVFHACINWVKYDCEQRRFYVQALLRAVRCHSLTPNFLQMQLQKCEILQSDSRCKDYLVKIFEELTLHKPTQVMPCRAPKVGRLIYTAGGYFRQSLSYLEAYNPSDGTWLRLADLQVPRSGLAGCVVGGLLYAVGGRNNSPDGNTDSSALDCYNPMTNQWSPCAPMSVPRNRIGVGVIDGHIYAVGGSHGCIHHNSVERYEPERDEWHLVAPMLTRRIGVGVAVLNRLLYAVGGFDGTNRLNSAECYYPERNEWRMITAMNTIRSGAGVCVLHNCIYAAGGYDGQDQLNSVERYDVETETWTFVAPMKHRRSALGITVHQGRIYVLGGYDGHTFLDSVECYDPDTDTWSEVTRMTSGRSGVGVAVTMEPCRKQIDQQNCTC
CAL PDZ FP-1: inhibitors of human CAL PDZ peptide binding; 330,000 tested, 0.02% active; Q9HD26; purified CAL PDZ, TMR-peptide fluorescence polarization, 1 h; inhibition, % at 20 µM; AID 504414;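 active = highest replicate inhibition of at least 40%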;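 note: plate controls were DMSO neutral control wells for no effect and unlabeled competitor peptide control wells for full effect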
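Test system: tagged CAL PDZ domain / Buffer or medium: sodium phosphate/NaCl buffer pH 7.4 with TCEP, IgG, Thesit / Reagent: TMR-labelled reporter peptide T*-PRC34 bound in PDZ groove / Compound dosing: single point, 20 µM / Schedule: 1 h incubation at room temperature before polarization reading / Technique: fluorescence polarization (mP) / Benchmarks: unlabelled peptide, DMSO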
LANA DNA inh: KSHV C-LANA DNA binding inhibition; MBP-C-LANA/FAM-LBS DNA binding, fluorescence polarization; inhibition, % at 9 µM; 340,000 tested, 0.078% active; AID 504423;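 active = highest replicate inhibition at or above 60% at 9 µM, even if other replicates fall short; inactive = all replicates below 60% inhibition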;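 note: 0% = neutral control wells and 100% = 4 µM acridine orange control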
CAL PDZ FP-2: inhibitors of human CAL PDZ peptide binding; AID 602252; inhibition, % at 24.9 µM; Q9HD26; 300,000 tested, 0.92% active; purified CAL PDZ, TMR-peptide fluorescence polarization, 1 h;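 active = mean inhibition of at least 30% with at least half of replicates also reaching 30%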;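 note: 0% = DMSO neutral control and 100% = excess unlabeled competitor peptide PRC23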
Arr AP2 block: human beta-arrestin and AP2 interaction inhibition. FITC-arrestin peptide / GST-AP2 beads, flow cytometry; AP2 beta2 appendage carries R879A mutation. inhibition, % at 10 µM. 340,000 tested, 0.31% active. AID 504490;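 active = inhibition above a set limit, near 3 SD of compounds lacking own fluorescence, cut at about 54% in these data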;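 note: plate controls were DMSO wells for no effect and 5 µM unlabelled arrestin peptide for full effect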
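System: GST-AP2 R879A bound to glutathione beads, E. coli-expressed. Also added: 50 nM FITC-arrestin peptide. Schedule: compound with beads 12 min RT, then probe 1 h RT. Signal: bead flow cytometry, FITC channel. Read-out basis: percent response.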
* marks the source's active call; other numbers are inactive results; · = not tested or not shown. Some of the compounds tested; the hit share may differ from the screen's.

SMILES | Cardiac RTF inh | V-ATPase pH | Pemphigus Ab inh | NSD2 HMT inh | DAGLB inhibitor | Keap1 Nrf2 FP | CAL PDZ FP-1 | LANA DNA inh | CAL PDZ FP-2 | Arr AP2 block
CCOc1cccc2sc(N(CCN(C)C)C(=O)c3ccc(Br)s3)nc12 | 3 | -3 | 100 | -2 | -5 | 2 | -2.0 | -0.2 | -2 | -19
Cc1cc(C)c(C(=O)CSc2nnc(N)s2)c(C)c1 | -2 | 4 | 105 | 0 | 0 | 3 | -1.0 | 0.1 | · | 17
Cc1ccc(C(=O)N/C(=C\c2cccnc2)c2nc3ccccc3[nH]2)cc1 | -12 | -3 | 92 | -1 | 5 | -8 | -1.9 | -1.3 | 2 | -5
CC(NS(C)(=O)=O)C(c1cccs1)N1CCN(C)CC1 (stereo not given) | 3 | -1 | 101 | 8 | 2 | -7 | 0.5 | -1.2 | -3 | 8
CCn1c(=O)n(CC)c2cc(N3CCCC3)c(NC(=O)c3c(F)cccc3F)cc21 | -10 | -5 | 100 | 7 | -1 | 1 | -0.3 | -0.7 | -4 | 16
CCOC(=O)c1cnc(SCC(=O)Nc2ccccc2C(=O)OC)nc1N | -3 | -2 | 106 | 1 | -1 | -8 | -1.8 | 0.8 | 15 | 4
CCCCCC(=O)Nc1cccc(C2=NOC3(C2)C[C@H](C(N)=O)N(C(=O)COc2ccc(Cl)cc2)C3)c1 (stereo not given in full) | 2 | -3 | 102 | · | 0 | -2 | -1.8 | 1.3 | 5 | 28
Cc1cc(C)nc(NS(=O)(=O)c2ccc(NC(=O)c3ccc(S(=O)(=O)N4CC(C)OC(C)C4)cc3)cc2)n1 (stereo not given) | -17 | -4 | 78 | -2 | 3 | 0 | 0.0 | 0.0 | -5 | 3
Cc1ccc(NC(=O)C2CC2)cc1S(=O)(=O)N1CCOCC1 | 6 | 0 | 87 | -1 | 1 | -2 | -0.3 | -3.4 | · | -5
CCN(CC)c1ccc(/C=N/NC(=S)NC)c(O)c1 | -13 | -3 | 101 | 11 | 7 | 2 | -3.6 | -0.3 | 0 | 15
Cc1ccc(NCCC(=O)c2cccs2)cc1C | -8 | -1 | 104 | 5 | -2 | 4 | -0.9 | -0.4 | 4 | 18
CC(=O)N1CCN(C(=O)c2ccc(Oc3ccccc3)cc2)CC1 | -1 | 1 | 110 | 1 | 1 | -3 | 0.2 | 1.2 | 1 | -17
COc1ccc(/C=N/NC(=O)c2cccc(NC(=O)c3ccc(Cl)cc3)c2)c(OC)c1 | 12 | 1 | · | -3 | 0 | -2 | -2.6 | 0.0 | -5 | 5
COc1ccc(CNC(=O)N2CCN(c3ccccc3OC)CC2)cc1 | -11 | -1 | 110 | -3 | 5 | -6 | 0.0 | -1.4 | 8 | -2
Cc1ccc(NC(=O)CCC(=O)N/N=C/c2cccnc2)cc1 | 7 | 0 | · | -1 | 1 | 3 | -0.4 | -0.2 | · | 11
Cn1c(N)c(C(=O)COC(=O)CC2CC3CCC2C3)c(=O)n(C)c1=O (stereo not given) | -5 | -2 | 105 | 2 | -2 | -1 | 9.9 | 2.2 | 88* | 8
CC1(C)S[C@@H]2[C@H](NC(=O)[C@H](N)c3ccccc3)C(=O)N2[C@H]1C(=O)OC1OC(=O)c2ccccc21 (stereo not given in full) | 11 | -5 | 111 | · | 0 | -5 | 0.7 | 0.1 | -5 | 19
CCOc1ccc(CNC(=O)CCc2cn(C)c3ccccc23)cc1OC | -6 | -1 | · | -3 | 2 | -4 | -1.3 | 0.6 | 7 | -15
Cc1cc(C)n(S(=O)(=O)/C=C/c2ccccc2)n1 | 0 | -5 | · | 0 | -2 | 0 | -0.7 | -2.5 | -2 | 8
N#C/C(=C(/O)C(Cl)(Cl)Cl)c1nc2ccccc2[nH]1 | -10 | -4 | 91 | · | 5 | 3 | -2.9 | -1.1 | 0 | 21
Cc1cccc(CS(=O)(=O)Cc2ccc(C(=O)NCCN3CCCCC3C)o2)c1 (stereo not given) | 7 | · | 114 | 1 | 1 | -5 | 1.0 | 2.9 | -2 | -17
CCN(CC)S(=O)(=O)c1ccc(NC(=O)CNC2CCCCC2)cc1 | -4 | -3 | 101 | -2 | -4 | 3 | · | 1.6 | -8 | -22
CC1CN(C(=O)CCC(=O)NCCCN2CCC(Cc3ccccc3)CC2)c2cc(Cl)ccc2O1 (stereo not given) | -20 | 0 | 119 | 10 | -1 | -4 | -4.0 | 1.4 | -4 | -35
COc1cc2c(cc1OC)CN(C(=O)c1ccco1)CC2 | 6 | -1 | 103 | 0 | 1 | -5 | -2.0 | -2.2 | -2 | -9
O=c1c2ccccc2n2c(-c3cccc(F)c3)nnc2n1Cc1ccccc1 | -9 | 1 | 89 | -3 | -1 | -2 | 0.5 | -0.4 | 0 | -8
Cc1ccc(S(=O)(=O)NN2C(=O)/C(=C/c3ccc(C(=O)O)cc3)SC2=S)cc1 | -12 | 2 | 90 | 6 | 6 | 3 | -0.6 | 1.1 | 0 | 37
O=S(=O)(c1cccs1)N1CCN(CCOc2ccc(Cl)cc2)CC1 | 0 | 5 | 89 | -1 | -4 | -2 | -0.7 | -0.1 | -1 | 0
NC(=O)C1CN(S(=O)(=O)c2ccc(Cl)cc2F)c2ccccc2O1 (stereo not given) | 13 | 2 | 101 | · | -2 | 1 | -1.1 | -0.7 | -2 | -4
O=C(C(=O)N1CCc2ccccc2C1)c1cn(CC(=O)N2CCCC2)c2ccccc12 | -5 | 6 | 130 | 0 | -2 | -2 | -2.2 | 6.0 | -1 | 8
COc1ccc(/C=N/N=C(\N)c2nonc2N)cc1 | -11 | 4 | 100 | -6 | -4 | -7 | -1.3 | -1.7 | 3 | -3
C=CCNC(=S)N1CCN(CCN=CC2=C(O)CC(c3cccs3)CC2=O)CC1 (stereo not given) | 10 | 1 | 100 | -1 | 2 | -3 | -2.5 | 0.8 | -3 | 22
CCc1cc(C(=O)Nc2nnc(C3CC3)s2)sc1C | -8 | 3 | 101 | -3 | -2 | -2 | -1.4 | -1.3 | -2 | -4
COc1cc(-c2noc(C3CCCN(C(=O)c4ccccc4)C3)n2)cc(OC)c1OC (stereo not given) | -1 | 8 | 88 | -2 | -2 | -3 | -3.9 | -1.5 | -4 | 5
CC(C)OC(=O)C(C)Nc1n[nH]c(=S)[nH]c1=O (stereo not given) | -3 | 4 | 114 | 3 | 0 | -4 | · | -2.0 | 0 | 5
Cc1sc(NC(=O)C(C)C)c(C(=O)Nc2ccccc2)c1C | -4 | -1 | 96 | 0 | -10 | 4 | -2.8 | 1.0 | -2 | -6
COc1ccc(OC)c(/C=N\NC(=O)c2ccc(=O)n(C)c2)c1 | 0 | 4 | 95 | -1 | 3 | 0 | -0.9 | -1.3 | 5 | 2
OCC1(Cc2ccccc2)CCN(C2CCN(c3ccc(F)c(F)c3)CC2)CC1 | -2 | 6 | 97 | 46 | 2 | -8 | -0.4 | -0.1 | -3 | 11
COc1cccc(CNC(=O)C2CCN(S(=O)(=O)c3cccs3)CC2)c1 | -8 | -3 | 98 | -2 | 0 | -3 | 0.3 | -0.3 | -3 | 20
CN(C)c1ccc(NC(=O)Cn2c(=O)n(Cc3ccccc3)c(=O)c3ccccc32)cc1 | 2 | -2 | · | -1 | 5 | -4 | -0.3 | 0.7 | -1 | 2
O=C(CCN1C(=O)C2C3CCC(C3)C2C1=O)Nc1ccc(F)cc1 (stereo not given) | -4 | -5 | 109 | -6 | -3 | 3 | -0.3 | -0.7 | -6 | 32
OCCC1CN(Cc2cc(F)ccc2-n2cccn2)CCN1C1CCCC1 (stereo not given) | -14 | -4 | 99 | -1 | 0 | -6 | -2.1 | -1.3 | -1 | -8
CCN(CC)S(=O)(=O)c1csc(C(=O)OCC(=O)c2ccccc2)c1 | -4 | -2 | 97 | -1 | -4 | -2 | 0.1 | 0.7 | · | 22
Cc1ccc(OCC(=O)N2CCc3ccccc3C2)cc1 | -3 | 5 | 97 | 13 | -5 | 0 | -1.4 | -0.2 | -2 | -4
CC(=O)Nc1cccc(C(=O)OCN2C(=O)c3ccccc3C2=O)c1 | -12 | 5 | 105 | -3 | 0 | -2 | -3.5 | 0.8 | -1 | -2
CCN(CC(=O)Nc1c(F)cccc1F)C(=O)CCc1nc2sc3c(c2c(=O)[nH]1)CCCC3 | -9 | 2 | 102 | 2 | 2 | -3 | -0.4 | -1.2 | · | 22
CCCc1sc(N)nc1-c1ccc(C)cc1 | 0 | 8 | 81 | · | 0 | 6 | -0.1 | 0.1 | 1 | -8
COc1cc(-c2nnc3sc(-c4ccncc4)nn23)cc(OC)c1OC | -6 | -2 | 111 | · | -2 | -2 | -1.9 | -1.0 | 1 | -12
Cc1ccc(NC(=O)COC(=O)C2(CC(=O)NC(C)(C)C)CCCC2)cc1C | -1 | 0 | 90 | -1 | -1 | -3 | -0.5 | -0.2 | · | -9
Cn1c(=O)c2c(nc(N3CCN(Cc4ccccc4)CC3)n2CC(=O)c2ccccc2)n(C)c1=O | -3 | -1 | 111 | 1 | 1 | 0 | -0.5 | 0.5 | · | 7
COc1ccc(CCNC(=O)C2CCN(S(=O)(=O)N3CCOCC3)CC2)cc1OC | -5 | 0 | 105 | 1 | -2 | 1 | -1.5 | 1.6 | 1 | 0
COCC(C)n1c(C)cc(C(=O)COc2ccc(N(C)S(=O)(=O)c3ccc(NC(C)=O)cc3)cc2)c1C (stereo not given) | -7 | 1 | 98 | 2 | 0 | -2 | -3.6 | 1.2 | 1 | -4
Cc1oc2cc3oc(=O)c(CC(=O)N[C@H](C(=O)N[C@@H](C(=O)O)c4ccccc4)C(C)C)c(C)c3cc2c1C | 6 | -2 | 106 | · | 1 | -4 | -0.5 | 0.8 | -7 | 18
CCCCn1c(N)c(N(CC)C(=O)c2cccc(C)c2)c(=O)[nH]c1=O | -15 | 1 | 101 | -2 | 1 | -1 | -0.4 | -0.9 | 2 | 20
Cc1ccc(C)c(-n2nnnc2SCC(=O)c2ccc3c(c2)NC(=O)CO3)c1 | -5 | -1 | 106 | 4 | 2 | -4 | -4.9 | -0.4 | -2 | 10
CC(=O)NC1=NN(C(C)=O)C(C)(c2ccccn2)S1 (stereo not given) | 6 | 1 | 81 | -2 | -1 | 3 | -0.2 | 1.5 | · | -3
CCOC(=O)c1sc(NC(=O)c2ccco2)c(C#N)c1C | 0 | 3 | 120 | 1 | 0 | -8 | -0.8 | -2.1 | -1 | 1

Bioassay records (PubChem BioAssay)
